# KKLEB cytotox: CF airway cell cytotoxicity counter-screen; activity change (cytotoxicity), % at 5 µM; KKLEB CF airway cells viability, ATPlite luminescence, overnight; stronger effect = lower value; cells stimulated with P. aeruginosa culture filtrate; hit rate 0.36% among 360,000;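 active = corrected activity change at or below -50% at 5 µM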
# Shn3 inh set2: reduces Shn3 3'UTR luciferase signal in osteoblasts; Clone20 osteoblast Shn3 3'UTR firefly luciferase, 24 h; inhibition, % at 12.5 µM; hit rate 0.52% among 360,000;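 active = mean inhibition of at least 75% with every replicate also reaching 75%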;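 note: 0% = median of neutral control wells and 100% = pilot-screen positive control compound; some compounds past the cut are filed as inactive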
# NR5A2 inv ag: inverse agonists of human LRH-1 (NR5A2) | O00482 | HEK293T StAR-luciferase reporter, LRH-1 transfected, 24 h | hit rate 0.13% among 360,000 | inhibition, % at 3.6 µM;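 active = inhibition above the mean inhibition of all tested compounds plus 3 SD, cut at about 73% in these data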;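 note: 0% = DMSO wells and 100% = reporter-only cells lacking LRH-1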
# Target sequence (O00482 whole entry, looked up): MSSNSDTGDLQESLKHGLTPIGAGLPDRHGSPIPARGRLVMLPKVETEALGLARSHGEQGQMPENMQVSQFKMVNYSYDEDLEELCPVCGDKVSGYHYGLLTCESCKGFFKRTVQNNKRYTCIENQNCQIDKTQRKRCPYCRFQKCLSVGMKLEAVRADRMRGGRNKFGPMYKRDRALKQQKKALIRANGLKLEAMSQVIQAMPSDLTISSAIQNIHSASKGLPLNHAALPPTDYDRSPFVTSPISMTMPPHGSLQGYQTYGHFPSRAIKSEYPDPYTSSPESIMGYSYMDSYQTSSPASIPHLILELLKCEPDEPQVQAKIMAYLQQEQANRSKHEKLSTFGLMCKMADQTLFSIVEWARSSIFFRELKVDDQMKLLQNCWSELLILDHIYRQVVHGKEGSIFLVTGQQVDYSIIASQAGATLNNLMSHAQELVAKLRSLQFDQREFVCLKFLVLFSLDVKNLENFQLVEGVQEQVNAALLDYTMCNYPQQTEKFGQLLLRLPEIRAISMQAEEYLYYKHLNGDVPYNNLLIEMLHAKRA
# LMP1 NFkB inh: inhibitors of Epstein-Barr LMP1-induced NF-kappaB reporter; AID 504558; hit rate 0.69% among 350,000; LMP1-induced NF-kappaB luciferase reporter cells, luminescence; inhibition, % at 12.5 µM; in the data active = inhibition above about 41%;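 note: 0% = neutral control wells and 100% = reference inhibitor control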
# TWEAK-Fn14 inh: blocks TWEAK-Fn14 interaction in a reporter cell assay | TWEAK-stimulated Fn14 reporter cells, luciferase luminescence, 8 h | inhibition, % at 10 µM | AID 1159606 | hit rate 2% among 360,000; in the data active = inhibition above about 50%
# C8 TRAIL sens: sensitizes caspase-8 expressing cells to TRAIL | NB7+C8 cells + TRAIL, ATPlite viability luminescence | inhibition (viability loss, TRAIL sensitization), % at 10 µM | hit rate 1% among 360,000;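 active = compounds causing at least 50% loss of cell viability in the single-dose screen, relative to plate controls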
# CF NFkB inh: blocks PAF-induced NF-kB reporter in cystic fibrosis cells; KKLEB NF-kB-GFP reporter, GFP fluorescence overnight; inhibition, % at 5 µM; hit rate 0.86% among 360,000;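 active = at least 50% inhibition at 5 µM, scaled per plate between neutral and stimulator controls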;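 note: PAF is a Pseudomonas aeruginosa culture filtrate used as stimulus; plate controls were PAF-stimulated DMSO wells for no effect and unstimulated DMSO wells for full effect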
# NR2F2 inh: blocks human COUP-TFII nuclear receptor; P24468; inhibition, % at 8.6 µM; hit rate 0.7% among 370,000; HEK293T NGFI-A luciferase reporter, luminescence; AID 686940;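 active = inhibition above a per-plate cutoff, mean inhibition of test wells between control levels plus 3 SD, cut at about 38% in these data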;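 note: cells cotransfected with COUP-TFII expression vector driving the NGFI-A reporter; 0% = median of COUP-TF2 test wells and 100% = reporter-only cells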
# Target sequence (P24468 whole entry, looked up): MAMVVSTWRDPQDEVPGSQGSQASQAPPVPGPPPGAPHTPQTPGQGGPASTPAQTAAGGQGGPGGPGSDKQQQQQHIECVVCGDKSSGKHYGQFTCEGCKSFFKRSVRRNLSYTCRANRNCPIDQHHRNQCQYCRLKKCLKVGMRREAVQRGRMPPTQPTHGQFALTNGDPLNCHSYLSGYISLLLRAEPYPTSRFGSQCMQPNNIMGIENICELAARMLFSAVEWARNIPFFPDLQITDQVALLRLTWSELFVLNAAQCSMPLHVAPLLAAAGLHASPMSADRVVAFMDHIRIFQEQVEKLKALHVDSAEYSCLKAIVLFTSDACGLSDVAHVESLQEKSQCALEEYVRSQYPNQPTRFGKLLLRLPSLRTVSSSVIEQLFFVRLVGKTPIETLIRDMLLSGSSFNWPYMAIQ
# SRC1 inh: inhibits human SRC1 coactivator; hit rate 0.12% among 360,000; Q15788; HEK293 GAL4-SRC1 luciferase reporter, luminescence; AID 588354; inhibition, % at 3.6 µM;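 active = inhibition above the campaign mean plus 3 SD, with each screening campaign given its own cutoff, cut at about 60% in these data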;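 note: 0% = DMSO treated cells and 100% = gossypol at 36 µM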
# NCOA3 inh: inhibits human SRC3 coactivator; hit rate 0.17% among 360,000; HEK293 GAL4-SRC3 luciferase reporter, luminescence; inhibition, % at 3.6 µM; Q9Y6Q9;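 active = inhibition above a per-campaign cutoff, the mean of all compounds plus 3 SD, cut at about 60% in these data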;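 note: 0% = DMSO-treated cells and 100% = gossypol-treated cells at 36 µM; higher means less SRC3-driven luciferase light from the GAL4 reporter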
# TROY signal inh: blocks TROY-dependent signaling in reporter cells; inhibition, % at 10 µM; Q293 LMP1-TROYcd NF-kB luciferase reporter, 4 h; hit rate 0.98% among 360,000;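 active = compounds whose plate-normalised and pattern-corrected inhibition of the luciferase reporter signal at the single screening dose is 50% or more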
# Numbers without * were called inactive; . = no result given. This is a subset; the hit share may differ from the screen's.
SMILES,KKLEB cytotox,Shn3 inh set2,NR5A2 inv ag,LMP1 NFkB inh,TWEAK-Fn14 inh,C8 TRAIL sens,CF NFkB inh,NR2F2 inh,SRC1 inh,NCOA3 inh,TROY signal inh
c1cc2cc(CNc3nc(NCC4CC4)nc4ccsc34)ccc2o1,-15,71,20,.,19,8,18,20,10,-10,23
COc1ccc(S(=O)(=O)NCCOc2ccc(Cl)cc2)cc1,6,-9,9,4,2,12,10,-4,-9,-1,16
N#Cc1ccccc1Sc1ccccc1C(=O)NCC(c1ccco1)N1CCCCC1 (stereo unspecified),2,4,4,0,-1,0,-20,-11,-5,9,5
O=C(/C=C/c1cccc([N+](=O)[O-])c1)OCC1CCCO1 (stereo unspecified),-4,7,2,4,1,4,3,-3,-4,-13,-1
COC(=O)Cc1cccc2c(=O)c3ccccc3oc12,-2,2,13,3,1,-2,10,0,6,16,-19
CC(=O)c1ccccc1N(C(=O)Cn1nnc2ccccc21)C(C(=O)NCC1CCCO1)c1ccc(N2CCOCC2)cc1 (stereo unspecified),5,-1,4,11,7,-6,7,-8,-81,14,9
O=C(c1ccc(N2C(=O)CCC2=O)cc1)N1CCCSC1=Nc1ccccc1,-2,13,-10,4,-9,-2,-9,6,-11,1,-2
COc1ccc(OCCOC(=O)c2ccc(-n3cnnn3)cc2)cc1,-5,4,8,6,-2,0,-8,-2,7,-6,2
COC(=O)Cn1nc(-c2ccccc2)c2ccccc21,-9,-7,-5,-5,-23,10,-31,-11,-28,2,2
Cc1ccccc1N1C(=O)c2ccccc2NC1c1ccncc1 (stereo unspecified),-4,-21,-5,-3,10,2,-10,5,-8,-14,-21
O=C(O)c1cccc(-c2ccc(/C=N/NC(=O)c3cccnc3)o2)c1,16,8,-49,3,-18,6,-2,4,-66,-27,-74
O=C(Cc1ccccc1)NC(C(=O)O)C(O)c1ccc([N+](=O)[O-])cc1 (stereo unspecified),8,16,3,1,-13,13,-9,10,2,-2,-19
COc1ccc(OCc2cccc(C(=O)Nc3cc(C)on3)c2)cc1,12,14,-265,81*,14,12,-29,-70,-132,-89,-56
Fc1cc(F)c2nc(N3CCCC3)sc2c1,-20,-70,-49,-11,-17,-14,-10,-47,-104,-43,-95
C=CCN(C(=O)CCC(=O)Nc1cc(C)on1)C(C(=O)NC(C)(C)C)c1ccc(OC)cc1 (stereo unspecified),5,-1,18,-5,8,-12,7,-2,2,4,1
C/C(=N\N1CCN(C)CC1)c1ccc(Cl)c(Cl)c1,-26,-7,-4,-4,-7,5,1,18,-10,14,-17
Cc1ccc(S(=O)(=O)N2CCCCC2C(=O)O)s1 (stereo unspecified),1,-15,6,3,-6,-4,-19,-4,-3,9,-7
CCc1ccc(NC(=S)Nc2ccc(S(=O)(=O)Nc3ncccn3)cc2)cc1,2,-12,-13,-10,-24,18,-18,7,-33,6,-8
COc1ccc(CN(CCC(c2ccccc2)C2CCOC(C)(C)C2)C(C)=O)cc1 (stereo unspecified),1,-5,20,-17,25,-11,12,6,10,17,-5
COc1ccc(/C=C2/SC(=S)N(CCC(=O)O)C2=O)cc1,0,52,20,33,85*,3,10,46*,49,48,39
CC1CN(C(=O)COC(=O)/C=C/c2ccc(C(F)(F)F)cc2)CC(C)O1 (stereo unspecified),5,23,13,-4,-7,-9,-7,2,-21,-32,-34
CC(=O)c1c(C)[nH]c(C(=O)Nc2ccc(C)cn2)c1C,5,39,-64,58*,95*,73*,-25,30,-31,-12,67*
CCC(Oc1ccccc1)C(=O)NCCCN1CCOCC1 (stereo unspecified),-10,3,-6,1,3,19,23,-2,-9,-2,4
Cn1cncc1C#Cc1c(C=O)[nH]c2ccccc12,-13,8,32,6,6,7,43,4,7,17,8
COc1ccc(OC)c(-c2c3c([nH]c(=S)c2C#N)CCCC3)c1,6,7,-14,2,0,-5,-16,-6,4,26,-20
CCC(C)[C@H](NC(=O)N1CCC(Cc2ccccc2)CC1)C(=O)O (stereo partly specified),-7,-13,-16,5,5,-5,-6,1,1,-13,-13
O=C(Nc1nc(-c2ccccn2)cs1)c1cccc(S(=O)(=O)N2CCOCC2)c1,2,88*,30,21,-10,12,-10,-2,26,22,14
CCCCOC(=O)CSC1=C(C#N)C(c2ccc3c(c2)OCO3)CC(=O)N1 (stereo unspecified),9,13,15,9,23,-7,-11,5,-19,-3,28
O=C(COC(=O)C1CCN(c2ccc(C(F)(F)F)cn2)CC1)c1ccc(F)cc1,2,6,-7,-2,-14,-4,0,-23,2,-6,-43
CCN(CC)c1cc(C)c2cc(NC(=O)c3ccccc3OC)ccc2n1,-10,-2,-7,-21,-25,-21,-20,-17,14,14,-23
O=C(COC(=O)COc1ccc(Br)cc1)Nc1ccc2c(c1)OCCO2,-28,-14,-5,0,11,-8,5,-6,-13,25,8
O=C(CSCc1c(F)cccc1Cl)NCCSCc1ccco1,-8,-4,-21,-4,11,3,-9,-2,2,7,-59
CC1=C(C(=O)OCC(C)C)C(c2cccc(F)c2)N2C(=O)C(C)SC2=N1 (stereo unspecified),-4,11,5,0,-6,9,-6,-5,-7,8,-4
O=C(NCc1cccc(Cl)c1)c1ccc2nc(N3CCOCC3)sc2c1,-5,8,-47,-6,-18,8,-19,14,-36,-79,-12
Cc1c(NC(=O)CCC2CCCCC2)c(=O)n(-c2ccccc2)n1C,0,5,5,-2,11,5,7,26,12,-7,5
COCCCNC(=S)Nc1ccc(S(=O)(=O)Nc2cc(OC)nc(OC)n2)cc1,3,1,0,-8,-14,-11,-6,-5,12,2,-14
O=C(CCC(=O)OCC(=O)c1ccccc1)Nc1cccc2cccnc12,-16,-6,15,8,14,9,12,7,-1,-5,20
COc1ccc(C(C)(C)C)cc1NC(=O)COC(=O)c1nc2nccc(C)n2n1,-1,-30,-3,-3,10,-2,3,5,5,6,1
CC1CC(C)CN(c2nc3c(c(=O)[nH]c(=O)n3C)n2CCCSc2nc3ccccc3s2)C1 (stereo unspecified),-6,16,17,-3,-2,10,-2,9,6,-7,2
CC(=O)c1ccccc1NS(=O)(=O)c1ccccc1Cl,1,8,10,-3,0,-3,0,-3,-17,7,-7
Oc1c(/C=N/Nc2cccc3cccnc23)ccc2ccccc12,5,-69,-18,-24,41,-6,-10,-6,-41,-51,26
O=c1cc(O)c2ccccc2n1Cc1ccccc1Cl,14,-19,-1,2,-6,1,-1,11,-20,-8,18
CCN(C)C1CN(Cc2cn(Cc3ccc(Cl)cc3)nn2)S(=O)(=O)C1 (stereo unspecified),.,.,-12,.,7,-5,.,-9,.,.,8
COc1ccc(S(=O)(=O)N2CCN(c3ccccc3OC)CC2)cc1C(=O)N1CCCCC1,10,19,11,3,7,-9,-1,-1,-14,14,16
CC(C)c1ccc(S(=O)(=O)c2nnn3c2nc(NCC2CCCO2)c2ccccc23)cc1 (stereo unspecified),6,-3,-8,9,4,5,-5,.,-4,14,-3
O=C(c1ccccc1)N1CCN(C(=O)c2ccc3c(c2)OCO3)CC1,7,7,-1,8,14,10,-14,8,5,2,-4
O=C(Nc1ccc(OC(F)F)c(Cl)c1)Nc1ccc2c(c1)OCO2,9,-1,-42,-6,-18,13,40,-19,-13,-6,32
Cc1cc(N2CCN(C(=O)/C=C/C(=O)O)CC2)c2ccccc2n1,8,0,-1,-4,2,6,-10,2,5,22,-9
Cc1nn(Cc2c(F)c(F)c(F)c(F)c2F)c(C)c1NC(=O)c1ccc(COc2ccccc2Cl)cc1,-22,-4,-2,-3,-42,4,-1,1,-13,-5,2
CC(CNC(=O)COC(=O)c1cccnc1Cl)c1ccccc1 (stereo unspecified),-6,-5,19,-3,-2,2,0,-32,-5,2,-1
Cc1ccc2nc(SCC(=O)NC3CCCCC3)nc(=O)n2c1,-3,-14,11,-1,-7,-13,4,-16,-57,-28,0
CSc1nnc(-c2cc(-c3ccc(C)cc3)nc3ccccc23)o1,21,16,-4,4,-16,19,-5,20,8,18,-2
Cc1noc(NS(=O)(=O)c2ccc(NC(=O)/C=C/c3ccc(Cl)cc3Cl)cc2)c1C,-11,-4,-5,4,-16,13,6,0,-2,-7,-25
O=C(Nc1ccccc1)N(Cc1ccccc1)CC(O)C(F)(F)F (stereo unspecified),6,-1,-3,-21,-8,-5,0,5,-5,-7,3
c1ccc(C2(CNc3ccccn3)CCCC2)cc1,-2,-12,19,-21,-8,7,4,20,9,3,-7
CCOC(=O)c1sc(N(Cc2ccccc2)C(=O)CSc2nnc(C3CC3)n2N)nc1C,-8,-3,-42,-1,-13,-7,2,-10,-16,16,-21
CC(=O)NCCn1c(SCC(=O)NCC2CCCO2)nc2ccccc2c1=O (stereo unspecified),-6,-6,-12,5,2,-3,-3,-25,7,0,-2
COc1cc(/C=N/N2C(=O)c3ccccc3NC2(C)c2cccc([N+](=O)[O-])c2)cc(Br)c1O (stereo unspecified),-13,-18,-23,2,-29,0,4,-35,-27,-20,-62
CCN(CC)CCNc1nc(-c2cccs2)c(CC(=O)O)s1,3,5,9,-2,-9,-19,0,6,-1,17,-7
Cc1ccc(OCC(=O)NNC(=O)C2CCN(c3nccc(C)n3)CC2)cc1,-6,-12,-3,-1,22,-28,-4,6,1,-10,-9

# Next section
SMILES,KKLEB cytotox,Shn3 inh set2,NR5A2 inv ag,LMP1 NFkB inh,TWEAK-Fn14 inh,C8 TRAIL sens,CF NFkB inh,NR2F2 inh,SRC1 inh,NCOA3 inh,TROY signal inh
Cc1ccc(S(=O)(=O)NCC(=O)OCC(=O)Nc2ncc(Cl)cc2Cl)cc1,6,13,2,-7,-14,12,-1,-14,-17,10,1
CCN(CC(=O)Nc1c(F)cccc1F)C(=O)Cc1ccc2c(c1)CCC2,4,4,6,3,6,13,-10,-8,-9,-3,-4
COc1ccc(C(=O)Nc2ccc(S(=O)(=O)Nc3cc(C)nc(C)n3)cc2)cc1OC,13,3,-3,-7,12,1,-2,-18,-19,2,-9
O=C(Nc1ccccc1)c1cc(-c2ccccc2Cl)no1,6,-64,-204,-34,28,-2,-25,-59,-93,-64,-8
COC(=O)C1(O)CC(C(C)C)=NN1C(=O)c1ccccc1 (stereo unspecified),6,-7,3,3,-1,2,-7,3,3,6,-8
O=[N+]([O-])c1cccc(COc2ccc(CN3CCCCC3)cc2)c1,7,-51,-42,-22,-1,9,-8,-38,-41,-63,-40
O=[N+]([O-])c1ccc(Oc2cccc3cccnc23)c([N+](=O)[O-])c1,0,-18,12,0,20,-17,-20,1,4,5,-31
CCOC(=O)C1(Cc2ccccc2)CCN(Cc2cccn2-c2cccnc2)CC1,-4,20,2,1,-3,-3,0,0,4,5,-10
C(=N\Nc1ccc2nncn2n1)/c1ccco1,-14,-8,7,-1,5,0,-11,-18,7,-8,-4

# Ordered by formula weight (ascending): 3 of the compounds above
SMILES,KKLEB cytotox,Shn3 inh set2,NR5A2 inv ag,LMP1 NFkB inh,TWEAK-Fn14 inh,C8 TRAIL sens,CF NFkB inh,NR2F2 inh,SRC1 inh,NCOA3 inh,TROY signal inh
Cc1cc(N2CCN(C(=O)/C=C/C(=O)O)CC2)c2ccccc2n1,8,0,-1,-4,2,6,-10,2,5,22,-9
O=C(Cc1ccccc1)NC(C(=O)O)C(O)c1ccc([N+](=O)[O-])cc1 (stereo unspecified),8,16,3,1,-13,13,-9,10,2,-2,-19
Cc1nn(Cc2c(F)c(F)c(F)c(F)c2F)c(C)c1NC(=O)c1ccc(COc2ccccc2Cl)cc1,-22,-4,-2,-3,-42,4,-1,1,-13,-5,2
